Source: PubChem
TNAP inh hi DEA: blocks human TNAP under high phosphate acceptor concentration; AID 1135; purified TNAP, CDP-star luminescence, 1 M DEA; inhibition, % at 20 µM; 200,000 compounds, 0.03% hits;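 active = over 50% inhibition of tissue-nonspecific alkaline phosphatase at 20 µM in the single-dose screen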;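 also: plate controls were DMSO wells for no effect and EDTA-quenched wells as full inhibition for full effect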
Target sequence (P05186 whole entry, looked up): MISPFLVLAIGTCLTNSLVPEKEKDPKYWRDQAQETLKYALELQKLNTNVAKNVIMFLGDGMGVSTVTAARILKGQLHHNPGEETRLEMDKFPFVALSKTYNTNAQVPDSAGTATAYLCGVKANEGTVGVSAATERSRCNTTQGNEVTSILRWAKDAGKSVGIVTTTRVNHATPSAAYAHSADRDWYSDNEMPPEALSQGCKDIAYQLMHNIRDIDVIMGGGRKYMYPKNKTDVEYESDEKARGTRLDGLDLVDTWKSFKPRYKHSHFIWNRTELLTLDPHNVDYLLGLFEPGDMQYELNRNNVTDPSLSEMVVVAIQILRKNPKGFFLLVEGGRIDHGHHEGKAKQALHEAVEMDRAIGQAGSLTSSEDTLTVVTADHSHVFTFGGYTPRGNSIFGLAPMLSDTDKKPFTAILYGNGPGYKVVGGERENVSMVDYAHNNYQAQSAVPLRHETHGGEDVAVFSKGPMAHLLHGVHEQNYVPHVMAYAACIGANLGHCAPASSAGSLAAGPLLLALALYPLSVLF
NF-kB neuron act: raises NF-kB expression in human neuronal cells | NF-kB reporter expression; active compounds read high | fold change at 12.5 µM | 190,000 compounds, 1.6% hits | AID 1239; in the data active = fold change above about 3.3
APP 5'UTR act: activates APP 5'UTR luciferase reporter; SH-SY5Y APP 5'UTR luciferase reporter, luminescence; zero percent = DMSO vehicle wells; activation, % at 2 µM; 190,000 compounds, 1% hits; AID 1276;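 active = activation above a set limit, based on mean plus 3 SD of controls, cut at about 140% in these data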; also: values of inactives mirror those of a sister screen read the other way
FLuc inhib CS: inhibits firefly luciferase, flagging false hits in luciferase inhibition screens; inhibition, % at 10 µM; ATPLite firefly luciferase biochemical luminescence, 10 min; 200,000 compounds, 1.5% hits; P08659;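 active = inhibition above about 50% when tested at 10 µM, limit read from the data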
TNAP act hiacc: TNAP (human) activation, high acceptor. P05186. purified TNAP, CDP-star luminescence, 1 M DEA, 30 min; active compounds read high; 0 = EDTA background, 1 = DMSO-only activity. activation factor at 20 µM. 200,000 tested, under 10 active. AID 1136;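 active = activation factor at least 2 at 20 µM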
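Assay system: human TNAP; Input: enzyme diluted 1/800 final; Reagent: CDP-star luminogenic substrate at 100 µM final; Timing: 30 min, room temperature; Signal: luminescence; Evaluation: TNAP activation factor scaled between EDTA and DMSO control wells.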
PMI act: increases human mannose-6-phosphate isomerase activity; P34949; purified human PMI, coupled resazurin fluorescence, 20 min; active compounds read high; 1 = vehicle control, 0 substrate-free wells; 190,000 compounds, 0.005% hits; activation factor at 20 µM;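 active = activation factor of 2 or more at 20 µM, relative to plate controls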
Target sequence (P34949 whole entry, looked up): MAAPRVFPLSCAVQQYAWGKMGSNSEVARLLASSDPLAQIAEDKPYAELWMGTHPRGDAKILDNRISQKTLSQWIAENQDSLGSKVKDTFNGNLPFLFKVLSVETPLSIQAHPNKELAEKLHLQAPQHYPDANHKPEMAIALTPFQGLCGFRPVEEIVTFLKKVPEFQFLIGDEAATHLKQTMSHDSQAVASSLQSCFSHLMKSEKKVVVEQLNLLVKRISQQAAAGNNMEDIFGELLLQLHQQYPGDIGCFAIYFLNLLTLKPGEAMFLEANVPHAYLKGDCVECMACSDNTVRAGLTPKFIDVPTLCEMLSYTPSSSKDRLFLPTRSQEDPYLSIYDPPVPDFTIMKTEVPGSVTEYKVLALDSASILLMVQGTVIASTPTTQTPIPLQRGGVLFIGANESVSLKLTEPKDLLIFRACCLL
TNAP inh no acc: inhibitors of human TNAP without phosphate acceptor; P05186; purified TNAP, CDP-star luminescence, 30 min; inhibition, % at 20 µM; 200,000 compounds, 0.26% hits;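 active = tissue-nonspecific alkaline phosphatase inhibition above about 50% at 20 µM in the single-dose screen, limit read from the data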;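 also: 0% = DMSO negative control and 100% = EDTA positive control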
bIAP act: increases bovine intestinal alkaline phosphatase activity; activation factor at 20 µM; purified bovine IAP, CDP-star luminescence, 30 min; active compounds read high; fold of DMSO-control signal, blank-subtracted; 200,000 compounds, 0.17% hits;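 active = activation factor of 2 or more at 20 µM, a signal rise over negative controls twice the positive control's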
PMI act hi M6P: PMI (human) activation, high substrate. P34949. coupled PMI enzyme assay, resazurin fluorescence, 20 min; active compounds read high; 1 = untreated enzyme, 0 = substrate-free blank. activation factor at 20 µM. 190,000 compounds, 0.34% hits. AID 1216;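 active = activation factor of 2 or more at 20 µM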
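Test system: human PMI in coupled enzyme assay; Input: PMI at 15 ng/mL final; Medium: HEPES buffer, pH 7.4; Schedule: 20 min incubation at room temperature; Technique: resorufin fluorescence at Ex 544/Em 590 nm; Compound: 20 µM single dose; Probe or stimulus: Near-saturating mannose-6-phosphate, 1.0 mM.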
FLuc act counter: affects firefly luciferase, flagging false hits in luciferase stimulation screens. 200,000 tested, under 10 active. AID 1027. P08659. ATPlite luciferase biochemical, luminescence, 10 min; 0 = ATP-free wells, 1 = DMSO control. activation factor at 10 µM;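 active = luciferase activation factor, scaled between plate controls, of at least 2 with compound at 10 µM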
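Assay system: Luciferase/luciferin reagent mix; Medium: PBS as buffer for the ATP substrate; Dosing: test compounds dosed from 2 mM stocks in 100% DMSO; Times: 10 min, room temperature; Signal: luminescence from luciferase reaction; Read-out: luciferase activation; Controls: No-ATP low control, compound-free enzyme-plus-ATP high control.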
An asterisk follows results filed as active; · = no result given.

Every second line gives: APP 5'UTR act, TNAP act hiacc, bIAP act, NF-kB neuron act, TNAP inh hi DEA, PMI act hi M6P, FLuc act counter, FLuc inhib CS, PMI act, TNAP inh no acc
1. Cc1nc(-c2cccc(S(=O)(=O)N3CCCCCC3)c2)cs1
    5, 1, 0.8, 0.83, -5, 1, 1, -4, 0.9, -7
2. COc1ccc(-c2cc(C(=O)Nc3c(C)nn(Cc4ccc(Cl)cc4)c3C)no2)cc1
    8, 1, 1, 1.2, -2, 1, 1, -1, 0.9, -5
3. Cc1cc(C)c2c(CN3CCN(Cc4ccc5c(c4)OCO5)CC3)cc(=O)oc2c1C
    -4, 1.1, 0.8, 1, -7, 1, 1.1, -8, 1, 0
4. Cn1c(=O)[nH]c(=O)c2c1nc(NCCCO)n2CCCc1ccccc1
    9, 1, 1, 1, -4, 1, 1.1, -5, 0.9, -4
5. CN1CCN(CCC(=O)Nc2ccc3c(c2)OCO3)CC1
    6, 1, 0.9, 1.2, -1, 0.9, 1, -5, 1, -10
6. COC(=O)Nc1sc2c(c1C(=O)NC1CC1)CCCCCC2
    -14, 1.1, 1, 1, -9, 1.2, 1, -4, 1.1, -15
7. O=C(COc1ccc(S(=O)(=O)N2CCOCC2)cc1)Nc1ccccc1C(F)(F)F
    0, 1.1, 1, 1.1, -8, 0.9, 1, -3, 0.9, -11
8. Cn1c(N)c(C(=O)COC(=O)C2(c3cccc(F)c3)CCCC2)c(=O)n(C)c1=O
    8, 1.1, 1.1, 0.7, -8, 1, 1, -2, 1, 7
9. CCN(CC)c1ccc(/C=N\N2CCN(Cc3ccc(C)cc3)CC2)cc1
    1, 1.1, 1.2, 0.95, -8, 0.7, 1, 0, 0.8, -13
10. CCOC(=O)C(C)Sc1nc(-c2ccccn2)ncc1OC (stereo not given)
    7, 1, 1.2, 0.77, 3, 1.1, 1, -2, 1, -14
11. CC1CCc2c(sc(Nc3nc4c(F)cccc4s3)c2C(N)=O)C1 (stereo not given)
    13, 1, 1, 1.1, 2, 1.5, 1.1, -8, 1.2, -28
12. COc1cc(OC)cc(C(=O)N2CCN(Cc3ccccc3C(F)(F)F)CC2)c1
    8, 1.1, 1, 0.93, -7, 1, 1.1, -7, 0.9, -13
13. CC1CCc2nc3sc4c(c3c(N)c2C1)CCCC4 (stereo not given)
    31, 1, 1, 1.6, 0, 0.9, 0.7, 30, 0.9, -20
14. CN1CCN(C(=O)c2cc3nc(-c4ccccc4)cc(C(F)(F)F)n3n2)CC1
    9, 1, 1.1, 1.2, -1, 1, 1, -1, 0.9, -7
15. COc1ccc(NCC(=O)Nc2ccc(Cl)cc2C)c(OC)c1
    -5, 1, 0.8, 0.77, 0, 0.7, 1.1, -7, 0.7, -12
16. Cc1ccc(NC(=O)CSc2nc(CSc3ccc(C)cc3)cc(=O)[nH]2)cc1
    8, 1, 0.9, ·, -2, 0.8, 0.9, 10, 0.8, -8
17. COc1cc(C(=O)NCCc2cc3c(OC)ccc(OC)c3[nH]c2=O)cc(OC)c1OC
    -16, 1, 1.1, 0.81, -4, 1, 1.1, -7, 1, -12
18. CCOC(=O)c1ccc(N2CCN(c3ccccc3F)CC2)c(NC(=O)Nc2cccc(OC)c2)c1
    5, 1.1, 1.2, 0.65, -14, 0.9, 1, -4, 0.9, -212
19. COCCn1c(=S)[nH]c2cc(C(=O)N3CCc4ccccc4C3)ccc2c1=O
    8, 1, 0.9, 0.92, -2, 1.1, 1.1, -10, 1.2, -6
20. COCc1cc(C)nc2oc(C(=O)c3ccccc3)c(N)c12
    -2, 1.1, 0.9, 1, -5, 0.9, 0.8, 20, 1.3, -7
21. COc1ccccc1N(CC(=O)NCc1ccccc1)C(=O)CCC(=O)Nc1ccccn1
    -4, 1, 0.9, 1.1, -2, 0.9, 1, -4, 0.9, -6
22. CSc1ncccc1C(=O)OCC(=O)c1ccccc1Br
    13, 1.1, 1.1, 1.4, -5, 1, 0.9, 12, 1.1, -11
23. CCOC(=O)C1CCCN(C(=O)COc2ccc(S(=O)(=O)N(CC)c3ccccc3)cc2)C1 (stereo not given)
    -14, 1.1, 1.2, 0.79, -7, 1, 1.1, -7, 1, -12
24. Cc1cc(C)c2c(=O)[nH]c(SCC(=O)N3CCCCC3)nc2n1
    -25, 1.1, 0.9, 1, -7, 0.9, 1.1, -6, 1, -11
25. CCCN(CC(=O)Nc1ccc(Cl)cc1Cl)Cc1cc(=O)n2ccsc2n1
    13, 1.1, 0.8, 0.75, -7, 0.9, 1.1, -7, 0.9, -30
26. O=C(COc1ccc(C(=O)c2ccc(F)cc2)cc1)NCc1ccc(F)cc1
    -19, 1, 0.8, 1.7, 0, 0.9, 1, 2, 0.8, 4
27. O=C(OC1CCN(c2ncc(C(F)(F)F)cc2Cl)CC1)c1ccc(Cl)cc1
    ·, 1, 0.9, 1.2, -4, 0.9, 1.1, -6, 0.9, -9
28. O=C(c1cccc(F)c1)N1CCN(C(=O)C2CC2)CC1
    -10, 1, 0.9, 1.2, 0, 0.8, 1, -3, 0.9, -13
29. COc1ccc(NC(=S)NNC(=O)C(C)n2nc(C)c([N+](=O)[O-])c2C)cc1 (stereo not given)
    -7, 1.1, 1.2, 1.2, -6, 1.1, 1.1, -6, 1.1, -6
30. C/C(=N\NC(N)=O)c1ccc(-n2ccnc2)cc1
    -17, 1, 0.8, 1.3, -4, 1.1, 1.1, -7, 1.1, -1
31. COC(=O)CCC(=O)N1CCOCCOCCN(C(=O)CCC(=O)OC)CCOCCOCC1
    10, 1, 1, 0.62, 0, 1, 1.1, -7, 1.1, -3
32. Cc1ccccc1Nc1nnc(C)c(=O)[nH]1
    -5, 1.1, 0.9, 1.2, -5, 0.9, 1, -4, 0.9, -11
33. Cn1cc(CN2CCN(CCO)CC2)c(-c2ccc(Oc3ccccc3)cc2)n1
    -6, 1.1, 1, 1, -6, 1, 1, -5, 1, -4
34. COC(=O)COc1ccc2occ(C(C)=O)c2c1
    12, 1, 0.9, 1.6, 0, 1.1, 1, 3, 1, -4
35. CCC(C)NC(=O)Cn1cnc([N+](=O)[O-])c1 (stereo not given)
    9, 1, 0.9, 1.1, -4, 1.1, 1.1, -6, 1, -15
36. N#Cc1cc(-c2ccccc2)nn1-c1ccccc1
    3, 1, 0.9, 1.6, -3, 0.7, 1, -3, 0.6, -4
37. COCCn1c(COc2ccc(Cl)cc2)nnc1SCC(N)=O
    -2, 1, 0.9, 1.2, 2, 1, 1, -2, 0.9, 4
38. O=C(N/N=C/c1ccc(OCc2ccccc2)cc1)c1ccncc1
    34, 1, 0.8, 1.5, -4, 0.8, 1, 2, 0.9, -1
39. COc1ccc(CN2CC(=O)N(c3ccc(C)cc3)C2=S)cc1OC
    -2, 1, 0.9, 1.3, -1, 0.9, 1.1, -6, 0.9, -12
40. N#CCOC(=O)C1CSC2(c3ccc(Br)cc3)CCC(=O)N12 (stereo not given)
    7, 1, 1, 1.2, -4, 1, 1, -1, 1, -10
41. CC1CCc2c(C(=O)NCc3ccccn3)csc2C1 (stereo not given)
    51, 1, 1, 1.8, 4, 1, 0.8, 18, 0.9, -4
42. CCCCOc1ccc(C(C)NC(=O)CCS(=O)(=O)Cc2ccc(C)cc2)cc1 (stereo not given)
    19, 1, 0.8, 1.3, 0, 1, 1, 0, 1, -14
43. Nc1nnc(CCOc2ccc(Cl)cc2)s1
    -2, 1, 1, 1.2, -1, 0.9, 1.1, -9, 1, -4
44. COC(=O)Nc1snnc1C
    9, 1.1, 1, 0.96, -7, 0.9, 1, 0, 0.9, -13

From entry 1 up to 4, copied from above:
Every second line gives: APP 5'UTR act, TNAP act hiacc, bIAP act, NF-kB neuron act, TNAP inh hi DEA, PMI act hi M6P, FLuc act counter, FLuc inhib CS, PMI act, TNAP inh no acc
1. Cc1nc(-c2cccc(S(=O)(=O)N3CCCCCC3)c2)cs1
    5, 1, 0.8, 0.83, -5, 1, 1, -4, 0.9, -7
2. COc1ccc(-c2cc(C(=O)Nc3c(C)nn(Cc4ccc(Cl)cc4)c3C)no2)cc1
    8, 1, 1, 1.2, -2, 1, 1, -1, 0.9, -5
3. Cc1cc(C)c2c(CN3CCN(Cc4ccc5c(c4)OCO5)CC3)cc(=O)oc2c1C
    -4, 1.1, 0.8, 1, -7, 1, 1.1, -8, 1, 0
4. Cn1c(=O)[nH]c(=O)c2c1nc(NCCCO)n2CCCc1ccccc1
    9, 1, 1, 1, -4, 1, 1.1, -5, 0.9, -4

3 compounds out of the list above, sorted by their value in PMI act, smallest number first.
# | smiles | APP 5'UTR act | TNAP act hiacc | bIAP act | NF-kB neuron act | TNAP inh hi DEA | PMI act hi M6P | FLuc inhib CS | PMI act | TNAP inh no acc
39 | COc1ccc(CN2CC(=O)N(c3ccc(C)cc3)C2=S)cc1OC | -2 | 1 | 0.9 | 1.3 | -1 | 0.9 | -6 | 0.9 | -12
35 | CCC(C)NC(=O)Cn1cnc([N+](=O)[O-])c1 (stereo not given) | 9 | 1 | 0.9 | 1.1 | -4 | 1.1 | -6 | 1 | -15
31 | COC(=O)CCC(=O)N1CCOCCOCCN(C(=O)CCC(=O)OC)CCOCCOCC1 | 10 | 1 | 1 | 0.62 | 0 | 1 | -7 | 1.1 | -3
